Bioassay records: PubChem BioAssay, several laboratories
MT stabilizer: microtubule stabilization, imaging screen; % tubulin-high responders, % at 10 µM; HeLa tubulin immunostaining HCS, 24 h; share of cells brighter than vehicle mean+2SD; 0.83% of 200,000 active;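 active = plate Z-score above 3 for both tubulin-high and condensed-nucleus cell shares, with cell loss under 80%, at 10 µM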;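 note: anti alpha tubulin signal scored within the nucleus-defined area of each cell; some results filed as inactive read as strong as hits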
Dynein cargo inh: dynein cargo transport inhibition; AID 1381; z-score, hits read low; 0.47% of 220,000 active; 3617.4 mouse cells, GR-EGFP nuclear translocation imaging; test concentration mostly 20 µM; stimulated with dexamethasone, 1 µM; active compounds read low;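 active = plate z-score of nuclear minus cytoplasmic receptor signal below a set negative limit, without overly bright fluorescence or cell loss, cut at about -3.5 in these data, passing the limit was not always enough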;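 note: z-score of nuclear minus cytoplasmic ring GR-EGFP intensity difference per well; some compounds called inactive have numbers as strong as hits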
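Buffer or medium: tetracycline-free induction medium containing charcoal-stripped FBS / Reagent: dexamethasone agonist, 1.0 µM final, for 30 min / Technique: automated 10x imaging of fixed Hoechst-stained cells / Times: induction 48 h, compound 1 h, agonist 30 min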
Hep lipid drop: hepatic lipid droplet formation modulation; AML12 mouse hepatocytes, oleate lipid droplets, BODIPY imaging; 0.4% of 240,000 active; AID 1656; inhibition, % at 6.5 µM;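 active = lipid droplet intensity inhibited by at least 50%, with more than 500 cells counted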
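Material – mouse AML12 hepatocyte cell line, fixed after treatment · Compound dosing – one dose, 6.5 µM compound · Times – compound with oleate, overnight · Measured by – Image-based BODIPY and DAPI two-channel analysis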
Autophagy mod: autophagy modulation, high-content screen. 0.98% of 190,000 active. MEF GFP-LC3 puncta imaging; test concentration mostly 10 µM. AID 463193. calls only at 10 µM (by protocol);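 active = percentage of spot-positive cells more than 3 SD above its plate mean, without a fluorescence outlier flag or 80% toxicity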;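 note: spot-positive cell cutoff set from DMSO-treated cells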
Insulin prom up: MIN6 insulin promoter up-regulation; 0.3% of 190,000 active; z-score at 5 µM; AID 1625; MIN6 insulin promoter-GFP reporter, high-content imaging; active compounds read high;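 active = z-score above 3 at 5 µM with at least 500 cells counted in the well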
b-catenin transl: modulators of beta-catenin nuclear translocation; HeLa beta-catenin nuclear translocation, immunofluorescence imaging; nuclear translocation activity, % at 5 µM; 0.3% of 190,000 active;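 active = nuclear translocation activity above 50% at 5 µM, with a well cell count of 50 or more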;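 note: per-cell ratio of nuclear to cytoplasmic median beta-catenin stain intensity; plate controls were DMSO negative control for no effect and GSK-3 inhibitor IX positive control for full effect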
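Test system: HeLa cells, endogenous beta-catenin; Compound: single 5 µM dose plus 0.02–20 µM confirmation series; Times: compound exposure 24 h at 37°C; Signal: fluorescence imaging of beta-catenin antibody stain plus DAPI; Read-out: % activation, nuclear-to-cytoplasmic median beta-catenin signal ratio per cell.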
XIAP displacement: XIAP antagonists, biochemical, IAP family, fluorescence polarization (AID 1018); one-dose displacement, % at 20 µM; IC50 in µM for titrated hits; 0.007% of 200,000 active; XIAP BIR domain, fluorescence polarization peptide displacement; higher % means a stronger effect; in the data active = displacement above about 50%; note: a part of the inactive calls stands beside numbers as strong as those of hits
ER stress rescue: protection against thapsigargin-triggered cell killing – 384-well, CSM14.1, ATP luminescence, primary screen (AID 1222); 190,000 tested, under 10 active; cellular ATP content (survival), % at 20 µM; hits with a dose series show EC50 in µM; CSM14.1 thapsigargin-induced death rescue, ATP luminescence; higher % means a stronger effect;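 active = EC50 below 50 µM in the dose-response confirmation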;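 note: death triggered by thapsigargin at about 15 µM added after 2 h compound pretreatment; cell ATP read after overnight thapsigargin exposure of roughly 18 to 22 hours; normalized against plate controls of thapsigargin alone and 5% DMSO vehicle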
WT yeast gro inh: growth inhibition of WT yeast, mitochondrial fusion screen | 2.1% of 190,000 active | AID 1362 | inhibition, % at 10 µM | mitochondrial fusion phenotypic screen, WT strain; in the data active = inhibition above about 58%; tested in S. cerevisiae
WT yeast gro inh mutant strain: recorded beside WT yeast gro inh, whose call it bears; inhibition, %; mitochondrial fusion phenotypic screen, mutant strain inhibition
Dynein cargo inh cytoplasmic EGFP: recorded beside Dynein cargo inh, whose call it bears; z-score; measured here: cytoplasmic GR-EGFP intensity; active compounds read high
Dynein cargo inh nuclear GR-EGFP: second read-out of Dynein cargo inh, no call of its own (marks repeat the call); z-score; measured here: nuclear GR-EGFP intensity;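 lower value marks the stronger effect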
Dynein cargo inh cell count: further read-out of Dynein cargo inh, marked with its call; z-score; measured here: cell count per field
Insulin prom up cell count: further read-out of Insulin prom up, marked with its call; cell count; measured here: cytotoxicity, nuclei count;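 total cells summed across four imaged fields per well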
Hep lipid drop cells 6.5 µM: second read-out of Hep lipid drop, no call of its own (marks repeat the call); cell count; measured here: cell count, cytotoxicity flag;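 cells counted across two imaged fields per well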
b-catenin transl cell count 5 µM: recorded beside b-catenin transl, whose call it bears; cell count; measured here: cell count, cytotoxicity flag
MT stabilizer Hoechst-high %: also measured in MT stabilizer; calls as there; % Hoechst-high responders; measured here: nuclear condensation Hoechst responders;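 share of cells brighter than vehicle mean plus two SD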
MT stabilizer cytotoxicity %: further read-out of MT stabilizer, marked with its call; toxicity, %; measured here: cytotoxicity by cell density;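 0% = mean cell density of plate MIN control wells and 100% = no cells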
Autophagy mod cell loss 18 h: further read-out of Autophagy mod, marked with its call; toxicity, %; measured here: cell loss, nuclei count;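 cell loss after 18 h compound exposure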
* = called active by the depositor; i = inactive; x = no result given. An unsorted share of the library. About 4% of those tested had a hit in this group.

Below each SMILES: b-catenin transl	Autophagy mod cell loss 18 h	Insulin prom up cell count	MT stabilizer cytotoxicity %	Dynein cargo inh cell count	b-catenin transl cell count 5 µM	Hep lipid drop cells 6.5 µM	ER stress rescue	MT stabilizer	Autophagy mod	Insulin prom up	Dynein cargo inh nuclear GR-EGFP	Dynein cargo inh	XIAP displacement	Dynein cargo inh cytoplasmic EGFP	WT yeast gro inh mutant strain	Hep lipid drop	MT stabilizer Hoechst-high %	WT yeast gro inh
COc1ccc(C(=O)C2CCCN(Cc3cn(C)nc3-c3ccccc3)C2)cc1F (stereo not drawn)
→ 0.5	-3	1271	11	0.31	979	617	-0.4%	1.4	i	0.85	-0.26	-0.34	-8.5%	-0.23	9	-21	2.3	2
CCN(CC)S(=O)(=O)c1ccc(N2CCOCC2)c(NC(=O)COc2ccccc2)c1
→ 1.7	5	1142	6.4	0.16	1115	670	0.4%	4.0	i	-0.35	-0.48	-0.083	-0.7%	-0.05	-18	11	1.8	5
COc1cc(N/C(N)=N/c2nc(C)cc(C)n2)c(OC)cc1Cl
→ 1.4	0	1569	11	-0.81	983	677	-1.6%	2.6	i	-0.47	1.1	0.9	-3.0%	-0.11	-6	-27	1.9	-5
Cc1ccc(S(=O)(=O)N(C)c2ccc(C(=O)O)cc2)cc1
→ -3.3	3	1268	7.5	-0.84	968	x	-0.6%	3.0	i	0.34	0.37	0.4	-15%	-0.41	12	x	1.5	5
O=C(NCc1ccc2c(c1)OCO2)c1cnc2ccccn2c1=O
→ 0.7	-52	1697	4.2	-0.32	1018	579	-3.2%	4.4	i	0.02	1.2	0.58	-1.2%	0.31	-5	-6	2.4	0
CCCCN(C)c1nc(-c2ccco2)c2c(c1C#N)CC(C)(C)OC2
→ -1.8	-6	906	3.8	-0.35	1146	x	-1.8%	2.6	i	-1.6	-1.5	-2.7	-4.3%	0.83	1	x	3.0	6
O=C(NNS(=O)(=O)c1ccc(Br)cc1)c1cccs1
→ -1.8	-12	1581	7.1	0.24	982	696	-1.1%	3.3	i	-1.8	-0.022	-0.47	-7.1%	-0.33	-3	-3	1.9	10
COc1cc(/C=C(/C#N)c2ccc(C)cc2)ccc1Oc1ccc([N+](=O)[O-])cn1
→ 0.7	-18	1717	3.7	-0.41	1106	633	-0.7%	3.1	i	-0.38	-0.51	-0.61	3.6%	-0.22	22	-11	1.8	18
CS(=O)(=O)N1CCN(C(=O)C2c3ccccc3Oc3ccccc32)CC1
→ -1.1	2	2022	1.2	-1.8	1065	656	-3.4%	1.6	i	0.79	1.4	0.57	-5.2%	1.1	-34	-4	2.0	-25
CNc1nc(-c2ccc3c(c2)CCN3C(=O)c2cccc(F)c2)cs1
→ 26	x	974	x	-0.068	867	711	x	x	x	0.2	0.2	-0.97	x	-0.24	x	5	x	x
O=C(NCC(c1ccco1)N1CCCC1)c1ccc(Cl)cc1 (stereo not drawn)
→ -6.2	-5	960	4.7	-0.07	1216	779	-2.7%	2.6	i	0.49	1.7	2	-12%	0.21	96	-1	0.9	3
COc1ccccc1CNC(=O)COc1ccccc1OC
→ x	-8	1366	4.2	0.1	x	751	-0.2%	3.1	i	-0.49	-0.6	-0.69	-4.7%	-0.18	-51	-14	1.2	-13
CCN1C(=O)CC(N2CCC(Nc3ccc(OC)cc3)CC2)C1=O (stereo not drawn)
→ -1.0	-4	1251	25	0.48	1049	756	0.6%	1.5	i	-1.1	-0.39	-0.81	1.0%	-0.27	0	-1	2.2	-9
CCOc1ccc2c(C)cc(=O)oc2c1OCC
→ -1.2	-7	1509	9.5	-0.97	1280	x	-0.3%	3.2	i	0.82	0.46	2	-4.0%	-0.18	18	x	1.6	13
S=C(NCCc1c[nH]c2ccccc12)NC1CCCCC1
→ 4.3	27	x	3.0	-1.3	480	722	-1.0%	5.2	i	x	1	1.6	-7.2%	-0.24	7	-18	1.2	48
CCN(CC)CC(O)COc1ccc2c(c1)OCO2 (stereo not drawn)
→ -6.9	1	x	6.9	0.37	982	801	-1.6%	1.1	i	x	0.059	0.37	-7.4%	-0.37	-5	2	0.9	-21
Cc1ccc(S(=O)(=O)NC(=O)COc2ccccc2C)cc1
→ -3.1	16	x	2.5	-0.75	553	717	4.3%	4.5	i	x	1.1	2.8	-1.8%	-0.062	-9	0	2.1	-3
Cn1c(=O)c2nc(NCc3ccccc3)cnc2n(C)c1=O
→ 0.9	-4	1304	10	0.16	1134	x	4.0%	4.8	i	-0.55	-0.1	-0.78	4.2%	-0.19	-20	x	3.1	-8
O=C1C=C(O)c2cccc(O)c2C1=O
→ 1.5	x	675	x	0.32	1084	642	x	x	x	0.86	-0.046	-0.67	x	-0.76	x	6	x	x
Cc1cc(C)n(C(=O)CNC(=O)/C=C/c2ccccc2)n1
→ -0.9	-1	1450	8.7	0.96	1097	689	-0.3%	2.6	i	-0.29	-0.26	-0.62	-6.4%	-0.19	3	-2	1.9	-19

More compounds.
Below each SMILES: b-catenin transl	Autophagy mod cell loss 18 h	Insulin prom up cell count	MT stabilizer cytotoxicity %	Dynein cargo inh cell count	b-catenin transl cell count 5 µM	Hep lipid drop cells 6.5 µM	ER stress rescue	MT stabilizer	Autophagy mod	Insulin prom up	Dynein cargo inh nuclear GR-EGFP	Dynein cargo inh	XIAP displacement	Dynein cargo inh cytoplasmic EGFP	WT yeast gro inh mutant strain	Hep lipid drop	MT stabilizer Hoechst-high %	WT yeast gro inh
CCOC(=O)Cc1cc(-c2ccccc2)nc2ccc3ccccc3c12
→ 1.9	-29	984	10	0.25	1378	x	0.6%	1.7	i	-0.39	0.86	0.57	-19%	-0.23	31	x	2.3	41
O=C(c1ccccc1)C(C(=O)N1CCc2ccccc2C1)n1ccccc1=O (stereo not drawn)
→ 0.1	-11	1479	6.1	0.21	1092	735	-0.5%	3.0	i	-0.24	-0.074	-0.44	-1.4%	-0.22	10	13	1.4	-26
COc1ccc(NC(=O)CSCc2ccc(C)cc2)cc1
→ -4.0	-2	1535	3.3	-0.95	1036	723	-0.3%	3.8	i	0.35	1.2	1.6	-3.8%	-0.27	-5	3	5.7	8
CCOC(=O)Cc1[nH]nc2c1C(c1ccsc1)C(C#N)=C(N)O2 (stereo not drawn)
→ -0.1	8	1500	5.3	-0.42	1579	602	-2.1%	1.5	i	-0.08	-0.043	-0.024	12%	-0.072	-5	-5	0.9	-15
C/C(=N\NC(=O)NC1CCCCC1)c1ccco1
→ x	-7	x	8.3	-0.43	x	668	-1.5%	2.5	i	x	0.18	0.38	-4.2%	-0.37	-6	6	0.7	-15
O=C1NC(c2ccccc2)=NC1(NS(=O)(=O)c1ccc(Cl)cc1)C(F)(F)F (stereo not drawn)
→ 1.0	-13	1226	4.4	0.071	910	632	-1.6%	3.2	i	0.56	0.21	0.12	-5.9%	-0.21	12	-6	2.4	-9
N#CCCCn1c(-c2ccccc2)noc1=O
→ -2.8	-13	1112	7.5	0.31	944	x	-0.4%	1.9	i	0.01	0.071	-0.18	0.2%	-0.21	12	x	2.4	14
Cn1c(-c2nonc2NC(=O)c2ccc(C(C)(C)C)cc2)nc2ccccc21
→ -7.3	x	1411	x	x	1047	x	1.0%	x	x	-0.89	x	x	1.4%	x	x	x	x	x
CCOC(=O)N1CCN(S(=O)(=O)c2cc3c(cc2C)NC(=O)CO3)CC1
→ 0.3	3	1525	7.0	-1.9	1338	x	-0.7%	3.5	i	0.85	1.7	3.1	-4.0%	-0.12	-13	x	2.1	-1
Cc1ccc(C(=O)N/C(N)=N/c2nc3ccccc3o2)cc1
→ -0.8	2	926	0.5	-0.28	1038	766	1.1%	3.6	i	0.57	0.59	1.1	-4.3%	-0.28	20	-2	3.1	13
O=C(O)C1CCCCN1S(=O)(=O)c1cccc2nsnc12 (stereo not drawn)
→ -1.2	0	1544	4.3	0.55	1030	691	-0.9%	4.0	i	0.64	-0.29	-0.36	-4.9%	-0.23	-3	-3	2.6	4
